# hERG WT inh: KCNH2 (human, wildtype) channel inhibition. AID 720551. Q12809. U2OS, BacMam KCNH2, thallium flux FluxOr; hits give low values. 340,000 tested, 0.37% active. activity change, % at 1.84 µM;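 active means maximum activity change below -70%; inconclusive means maximum activity change between -70% and -50%; inactive means maximum activity change above -50%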; further: on the % scale 0 is the no-effect control and ±100 the full control effect
#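 U2OS cells were transduced with wild-type KCNH2 virus (2.03 x 10^8 / mL) for 4 h at room temperature, then cultured overnight at 37 C. Thallium flux was read with FluxOr dye. Rate constants were normalized to DMSO controls.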
# BCR signal inh: blocks chronic active B-cell receptor signaling | ABC-DLBCL IkBa-CBG/CBR reporter, luminescence ratio, 4 h | 340,000 tested, 0.05% active | Potency, µM (highest dose often 46.1 µM), for inactives: at the highest dose ratio change, negative = lower green/red ratio, actives largely listed as inhibitors; active means well fitted inhibition curve with a large enough effect in the signal ratio, with a control signal flat, not every such curve was filed as active; inconclusive means small, poorly fitted or top-dose-only effect, or effect the other way, or a change in a side signal; the % refers to the signal ratio;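 further: potency means the concentration at half of the fitted maximal effect; plate controls were basal doxycycline-induced cells for no effect and cells given 10 µM MG132 for full effect; MG132 reads +100%, hits lower the ratio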
#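 TMD8 human ABC-DLBCL cells with doxycycline-inducible IκBα–green luciferase fusion and unfused red luciferase, in 0.5% FBS medium; compounds up to 46 uM, 4 h at 37C. Green/red luminescence ratio, filter-overlap corrected, fitted to concentration-response curves.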
# USP2a inh: inhibitors of human ubiquitin-specific protease USP2a; 330,000 tested, 0.01% active; O75604; USP2 core, Ub-CHOP2 coupled fluorogenic reporter, 485/531; Potency, µM (titrated, usually from 38.3 µM), for inactives: at the highest dose activity change, negative = inhibition, actives largely listed as inhibitors;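 further: potency means the concentration at half of the fitted maximal effect; plate controls were DMSO wells for no effect and full inhibition by NEM control for full effect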
#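 Deubiquitinase activity read as fluorescence (485/531 nm) after Ub-CHOP2 cleavage activates the enterokinase reporter on its substrate; USP2 core 10nM, Ub-CHOP2 and substrate 25nM each, 30min compound preincubation then 60min RT; data normalized to NEM, curves fitted.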
# PKM2 activator: increases activity of human pyruvate kinase M2. AID 1631. 260,000 tested, 0.34% active. Potency, µM (top dose mostly 57.5 µM), inactives show at the highest dose activation, usual class: activators. P14618. purified PKM2, Kinase-Glo ATP luminescence, activation; response scale: 0% is enzyme alone, no compound; further: potency means the concentration at half of the fitted maximal effect; on the % scale 0 is the no-effect control and ±100 the full control effect; nearly all actives have a fitted effect of over 55% in size
#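 ATP formation by purified human PK-M2, quantified via coupled luciferase luminescence after 1 h at room temperature with 0.1 mM ADP and 0.5 mM PEP final.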
# Mito fusion yeast: inhibitors of mitochondrial division or activators of mitochondrial fusion; S. cerevisiae fusion-defective mutant growth rescue, CellTiterGlo 48 h; Potency, µM (highest dose often 46.1 µM), for inactives: at the top dose growth rescue (activation), actives largely listed as activators; 320,000 tested, 0.23% active;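 further: potency means the concentration at half of the fitted maximal effect; % of control where 0% means no effect; nearly all actives have a fitted effect of over 45% in size; temperature-sensitive fusion mutants such as fzo1-1 at 37 °C on non-fermentable ethanol glycerol medium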
#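 Growth-rescue viability read-out: after 48 h at the non-permissive 37C in glycerol/ethanol YPEG, yeast mitochondrial fusion mutants are measured by CellTiterGlo luminescence; compounds (23 nl pinned per well) restoring growth score as division inhibitors or fusion activators.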
# GALK inhibitor: galactokinase (human) inhibition | P51570 | Purified GALK, Kinase-Glo residual ATP luminescence | Potency, µM (series often up to 57.5 µM), for inactives: top-dose activity change, negative = inhibition, hits mostly inhibitors | 270,000 tested, 0.007% active; further: potency means the concentration at half of the fitted maximal effect; on the % scale 0 is the no-effect control and ±100 the full control effect
#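 The enzyme phosphorylates galactose (100 uM) using ATP (35 uM); inhibition is detected as higher residual ATP, quantified by bioluminescence after 1 h reaction at room temperature, pH 8.0.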
# TSHR antagonist: blocks TSH signaling through the human TSH receptor; activity change, negative = inhibition, % at 11.5 µM; AID 504810; TSHR-expressing cells, TSH-stimulated cAMP HTRF, 2 h; hits give low values; 330,000 tested, 0.2% active;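 active means activity change below a set negative limit, meaning inhibition stronger than a set level, cut at about -70% in these data; inconclusive means activity change between two set negative limits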; further: on the % scale 0 is the no-effect control and ±100 the full control effect
#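 Cell-based HTRF cAMP assay; TSHR cells + compound, TSH EC80 (4nM final), 2 h, 37 deg C. Lysis with anti-cAMP cryptate and cAMP-d2, 30 min RT, read 665/620 nm.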
# MBNL1-CUG inh: blocks human MBNL1 binding to CUG repeat RNA; 280,000 tested, 0.036% active; TR-FRET MBNL1-His/biotin-(CUG)12 binding, 665/545 ratio; Potency, µM (titrated, usually from 57.5 µM), inactives show at the top dose activity change, negative = inhibition, most hits filed as inhibitors; active means well fitted inhibition curve with a large enough effect in the signal ratio, with a control signal flat, not every such curve was filed as active; inconclusive means small, poorly fitted or top-dose-only effect, or effect the other way, or a change in a side signal; inactive means no such curve, though single readings can be large or run the other way; the % refers to the signal ratio; further: potency means the concentration at half of the fitted maximal effect; on the % scale 0 is the no-effect control and ±100 the full control effect
# Target sequence (Q9NR56 whole entry, looked up): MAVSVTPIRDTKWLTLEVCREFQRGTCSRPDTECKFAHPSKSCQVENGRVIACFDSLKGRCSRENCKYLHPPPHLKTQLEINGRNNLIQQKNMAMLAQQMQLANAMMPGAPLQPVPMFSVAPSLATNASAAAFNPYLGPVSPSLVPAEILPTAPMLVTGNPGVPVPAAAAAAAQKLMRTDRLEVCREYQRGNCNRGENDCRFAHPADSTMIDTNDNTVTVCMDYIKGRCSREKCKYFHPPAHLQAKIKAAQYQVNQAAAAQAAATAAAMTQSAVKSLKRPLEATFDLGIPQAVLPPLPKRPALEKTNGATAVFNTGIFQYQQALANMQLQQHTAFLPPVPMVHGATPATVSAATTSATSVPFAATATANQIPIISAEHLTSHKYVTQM
#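 Compounds (final 92 nM to 58 uM) are added to His-tagged MBNL1 and biotin-(CUG)12, then terbium anti-His antibody and streptavidin-XL665 (5 nM final). After 60 min at room temperature, the 665/545 nm ratio is read.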
# Menin MLL FP TR: displaces Texas Red mutant MLL peptide from human menin; O00255; Menin + Texas Red MLL mutant peptide, fluorescence polarization; Potency, µM (titrated, usually from 61.6 µM), for inactives: top-dose FP activity change, negative = inhibition, hits mostly inhibitors; 270,000 tested, 0.23% active; AID 1768; active means well fitted inhibition curve with a large enough effect in the polarisation, with a control signal flat, not every such curve was filed as active; inconclusive means small, poorly fitted or top-dose-only effect, or effect the other way, or a change in a side signal; inactive means no such curve, though single readings can be large or run the other way; the % refers to the polarisation; further: potency means the concentration at half of the fitted maximal effect; % of control where 0% means no effect; many of its hits are not listed in these tables
# Target sequence (O00255 whole entry, looked up): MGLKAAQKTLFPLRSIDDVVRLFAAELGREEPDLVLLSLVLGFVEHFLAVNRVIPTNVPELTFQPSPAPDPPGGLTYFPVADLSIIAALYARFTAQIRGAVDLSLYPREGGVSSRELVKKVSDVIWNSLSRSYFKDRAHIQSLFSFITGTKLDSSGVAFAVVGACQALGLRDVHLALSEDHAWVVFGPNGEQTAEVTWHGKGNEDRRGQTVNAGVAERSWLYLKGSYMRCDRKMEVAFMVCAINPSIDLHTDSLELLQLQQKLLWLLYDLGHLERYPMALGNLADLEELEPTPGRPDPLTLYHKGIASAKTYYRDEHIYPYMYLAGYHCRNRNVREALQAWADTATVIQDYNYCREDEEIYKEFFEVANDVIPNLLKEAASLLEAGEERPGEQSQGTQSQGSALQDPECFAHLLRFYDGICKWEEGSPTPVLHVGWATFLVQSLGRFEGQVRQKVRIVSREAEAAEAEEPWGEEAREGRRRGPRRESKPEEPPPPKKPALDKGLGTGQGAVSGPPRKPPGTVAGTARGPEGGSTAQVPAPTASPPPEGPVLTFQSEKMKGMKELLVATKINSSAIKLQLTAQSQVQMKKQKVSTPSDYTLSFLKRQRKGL
# Eya2 phos inh: Eya2 (human) phosphatase inhibition. 330,000 tested, 0.006% active. Potency, µM (doses to about 76.9 µM), inactives show at the top dose activity, negative = inhibition, hits mostly inhibitors. AID 488837. recombinant Eya2, OMFP fluorescence dephosphorylation (OMFP is methylfluorescein phosphate); further: potency means the concentration at half of the fitted maximal effect; on the % scale 0 is the no-effect control and ±100 the full control effect
#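 Eya2 protein (added as 0.2 uM solution) was preincubated with compound for 10 min at ambient temperature in 50 mM HEPES pH 7.5, 50 mM NaCl, 5 uM MgCl2, 0.05% BSA, 1 mM DTT. OMFP (added at 50 uM) then reacted 10 min; fluorescence read at 485/525 nm.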
# ASM inhibitor: blocks human secretory acid sphingomyelinase; AID 504937; 340,000 tested, 0.006% active; P17405; placental ASM, HMU-PC fluorogenic substrate, 60 min; Potency, µM (highest dose often 57.5 µM), for the others: at the highest dose activity change, negative = inhibition, hits mostly inhibitors; further: potency means the concentration at half of the fitted maximal effect
#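 Human placenta-derived ASM preincubated with compound 10 min at room temperature, then reacted with 9 uM (final) fluorogenic HMU-PC substrate for 60 min at 37 C. Stop solution raises pH to 10; fluorescence read at Ex 386/Em 447 nm.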
# * marks the source's active call; other numbers are inactive results; i = inactive; u = inconclusive; x = not tested or not shown; [ ] = dose if it differs, or a comment. Unless noted, the call rests on the fitted dose curve; in most records, active means well fitted curve in the direction sought with a large enough effect; inconclusive means small, poorly fitted or top-dose-only effect, or another doubt; inactive means no such curve, though single readings can be large; an effect the other way counts as inactive or inconclusive. These rows are one share of the data (hit frequency here may not be typical).
SMILES,hERG WT inh,BCR signal inh,USP2a inh,PKM2 activator,Mito fusion yeast,GALK inhibitor,TSHR antagonist,MBNL1-CUG inh,Menin MLL FP TR,Eya2 phos inh,ASM inhibitor
CCOC(=O)c1oc2ccccc2c1COC(=O)CNC(=O)c1cccc(C)c1,-1,-2%,1%,-7%,1%,8%,-4,-1%,x,-2%,-1%
O=C(Nc1ccccc1F)c1coc(=O)c(Br)c1,2,u,0%,-4%,1%,-2%,1,u,5%,7%,i
O=C(NC(NC(=O)c1ccccc1)c1ccccc1)c1ccccc1,5,-11%,1%,2%,-2%,0%,4,-11%,-22%,17%,1%
CCn1c(Oc2ccc(F)cc2)nc2c1c(=O)n(C)c(=O)n2C,-1,0%,1%,-3%,9%,4%,0,-2%,-24%,-4%,-1%
O=C(CN(Cc1cccs1)S(=O)(=O)c1ccc(S(=O)(=O)NC2CCCCC2)cc1)Nc1ccccc1,-1,7%,2%,-8%,2%,-1%,-8,x,1%,-13%,-3%
COc1cc(-c2nnc3sc(-c4cccs4)nn23)cc(OC)c1OC,-25,1%,3%,0%,15%,-1%,-9,7%,-1%,-22%,0%
CN1CCN(c2nc3c(c(=O)n(C)c(=O)n3C)n2CCSc2nc3ccccc3s2)CC1,1,0%,4%,-3%,-18%,3%,-9,6%,-3%,0%,0%
COc1cc(/C=N/NC(=O)C(=O)Nc2ccccn2)ccc1O,1,u,5%,-7%,-1%,-1%,-10,u,-4%,-2%,1%
COc1ccc(Nc2ncnc3sccc23)cc1OC,2,-5%,2%,x,1%,2%,-3,-16%,33%[activator],-8%,-4%
CCN(CC)CC(=O)Nn1c(C)nc2c(ncn2-c2ccccc2)c1=O,5,7%,2%,-6%,0%,0%,-2,-16%,x,0%,2%
Cc1nc2c(cc1C#N)C(=O)c1ccccc1-2,12,u,-1%,7%,8%,0%,0,x,5%,-20%,-4%
COc1ccc(N2CC(C(=O)Nc3nnc(SCC(=O)NC4CCCC4)s3)CC2=O)cc1 (stereo not drawn),-2,1%,1%,0%,1%,-2%,-8,4%,x,-8%,-2%
COc1ccc(C(=O)CSc2nnc(CNC(=O)c3ccc(OC)cc3)n2C)cc1,-2,-4%,0%,-2%,-4%,1%,5,-3%,-2%,28%,5%
CN1/C(=C\C(=O)c2oc3ccccc3c2N)C(C)(C)c2ccccc21,-3,3%,-1%,-17%,9%,0%,u,0%,x,-10%,88%[activator]
COc1cccc(C(=O)CSc2nnc(-c3cccs3)o2)c1,-12,u,-1%,-8%,0%,-6%,12,3%,0%,-5%,-3%
O=C(NC1CCN(c2ncccn2)CC1)c1c(F)cccc1F,-12,5%,1%,x,3%,x,20,-2%,x,-11%,6%
CCn1cc(CCCC(=O)NCc2cccc(OC)c2)c2ccccc21,-2,u,-6%,x,31%,3%,-1,-5%,-14%,0%,0%
C=CCOc1nc(N2CCCC2)nc(N2CCCC2)n1,-2,-1%,-1%,-5%,6%,1%,0,-1%,-8%,11%,0%
O=C(Cc1ccccc1)N1CCN(S(=O)(=O)c2ccc([N+](=O)[O-])cc2)CC1,8,3%,3%,11%,3%,-1%,-7,u,-5%,-7%,1%
Cc1coc2cc3oc(=O)c(CCC(=O)NCc4ccccn4)c(C)c3cc12,-3,u,0%,0%,0%,x,7,-2%,0%,-30%,15%
CCCNC(=O)c1ccc(N2CCC3(CC2)CC(c2cccc(Br)c2)=NO3)c(N)c1,-20,-2%,2%,x,u,x,-15,x,x,-9%,1%
COc1ccc(-c2noc(CCC(=O)N3CCN(c4ccc(C(F)(F)F)cc4)CC3)n2)cc1,9,1%,1%,x,x,x,9,x,x,0%,-4%
COc1ccc(CC2(CO)CCN(Cc3cnn(-c4ccccc4OC)c3)CC2)cc1,25,-2%,0%,4%,-1%,5%,3,8%,-8%,-5%,6%
CC(C)[C@H](NC(=O)N1CC(=O)Nc2ccccc21)C(=O)N[C@@H](Cc1c[nH]c2ccccc12)C(=O)O,2,-12%,-1%,2%,0%,x,16,-4%,-2%,10%,-5%
Cc1c(OCC(=O)NC(Cc2ccc(Cl)cc2)C(=O)O)ccc2c1oc(=O)c1ccccc12 (stereo not drawn),0,1%,0%,5%,-3%,x,7,70%[activator],31%[activator],-7%,5%

# (next part)
SMILES,hERG WT inh,BCR signal inh,USP2a inh,PKM2 activator,Mito fusion yeast,GALK inhibitor,TSHR antagonist,MBNL1-CUG inh,Menin MLL FP TR,Eya2 phos inh,ASM inhibitor
CCOc1ncccc1C(=O)Nc1ccc(F)cc1,3,9%,3%,-8%,2%,5%,3,-8%,-11%,-2%,-3%
CC1(C)CC(=O)C2=C(C1)OC(N)=C(C#N)C2CCc1ccccc1 (stereo not drawn),15,9%,-1%,2%,0%,-1%,2,-4%,36%[activator],-2%,1%
COc1ccc(CCNC(=O)NC2CCCCC2)cc1OC,26,u,4%,0%,0%,0%,0,-1%,u,4%,0%
CC(=O)c1c(C)[nH]c(C(=O)OCC(=O)NCCc2ccc(F)cc2)c1C,7,-1%,2%,-3%,3%,1%,-4,-2%,2%,-12%,0%
CCNC(=S)Nc1ccc(Cl)c([N+](=O)[O-])c1,5,-2%,3%,-7%,6%,-8%,1,u,37%[activator],-26%,0%
Cn1cccc1C(C#N)(CC#N)c1cccc(F)c1C#N (stereo not drawn),-10,-16%,2%,2%,3%,-1%,-14,x,7%,0%,0%
CCOC(=O)C1=C(Nc2cccc(Cl)c2)OCC1=O,-2,-9%,4%,-5%,4%,0%,-2,4%,-1%,-6%,5%
CCCc1[nH]nc2c1C(Cc1ccccc1)C(C#N)=C(N)O2 (stereo not drawn),-3,-1%,2%,-4%,1%,6%,0,-6%,-10%,-7%,1%
CN(Cc1cccc([N+](=O)[O-])c1)Cc1cccc2ccccc12,13,8%,-1%,0%,-2%,6%,-8,7%,8%,13%,0%
COc1ccccc1C(=O)Oc1ccc(C(C)C)cc1,2,u,0%,-1%,0%,2%,-15,-1%,20%,-22%,-2%
Cc1ccc(OC(=O)c2sc(Cl)nc2C)cc1C,12,u,1%,-2%,-3%,2%,4,-2%,1%,-3%,4%
COc1cccc(OCCCOc2ccccc2C(C)C)c1,-1,5%,1%,-10%,-1%,-4%,-4,4%,30%[activator],3%,-7%
CC(C)NC(=O)CSc1nnc(-c2ccc(C(C)(C)C)cc2)n1C,3,0%,-2%,4%,1%,-3%,-21,-1%,-11%,-22%,0%
Cc1ccc2[nH]c(C(=O)NN=C3CCCCC3)c(-c3ccccc3)c2c1,1,u,-6%,16%,-5%,0%,25,3%,34%[activator],-5%,-1%
COc1ccc(N2CCN(S(=O)(=O)c3ccc(OC)cc3)CC2)cc1,-4,11%,-2%,11%,0%,1%,-9,-3%,12%,-10%,-1%
COc1cc(/C=C2/NC(=O)N(Cc3ccccc3F)C2=O)ccc1O,-5,u,0%,5%,-5%,-1%,-7,u,u,-8%,-8%
OC(CNCC1(N2CCCCC2)CCCCC1)COc1ccc(Cl)cc1Cl (stereo not drawn),u,u,1%,1%,-2%,14%,8,-2%,u,2%,-3%
COc1ccc(CCNC(=O)c2cc(=O)c3ccc(C)cc3o2)cc1OC,8,0%,8%,x,11%,1%,-2,16%,4%,-3%,-2%
O=C(c1ccccc1Sc1c(Cl)cccc1[N+](=O)[O-])N1CCOCC1,5,u,1%,5%,2%,3%,4,37%[activator],8%,-2%,1%
Cc1ccccc1-n1c(C)cc(/C=N/Nc2ccc([N+](=O)[O-])cn2)c1C,-3,u,3%,0%,1%,-3%,-14,20%,x,0%,-9%
CCOc1ncccc1C(=O)Nc1ccc2c(c1)OCO2,-18,u,2%,-7%,2%,0%,6,-1%,-10%,8%,-1%
COc1ccc(CCNC(=O)CN2C(=O)COc3ccc(S(=O)(=O)N4CCOCC4)cc32)cc1OC,-1,-3%,3%,x,0%,-3%,3,-6%,x,5%,1%
O=C(O)c1ccc(NC2=C(Cl)C(=O)c3ccccc3C2=O)cc1,-3,u,5%,16%,u,8%,-87*,u,x,3%,-2%
COc1ccccc1-c1nnc2sc(COc3ccccc3)nn12,5,u,2%,10%,-1%,5%,-9,3%,-8%,12%,-1%

# Screening data: PubChem, National Center for Advancing Translational Sciences (NCATS)
